# HTRA1 inh: HTRA1 serine protease inhibitors, primary screen, biochemical, fluorescence polarization, HTS | Q92743 | recombinant HTRA1, FP-rhodamine activity-based probe | inhibition, % at 5.96 µM | 0.5% of 340,000 active | AID 504803, 2011; in the data active = inhibition above about 36%;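 note: 0% = enzyme with DMSO and 100% = wells lacking enzyme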
# Target sequence (Q92743 whole entry, looked up): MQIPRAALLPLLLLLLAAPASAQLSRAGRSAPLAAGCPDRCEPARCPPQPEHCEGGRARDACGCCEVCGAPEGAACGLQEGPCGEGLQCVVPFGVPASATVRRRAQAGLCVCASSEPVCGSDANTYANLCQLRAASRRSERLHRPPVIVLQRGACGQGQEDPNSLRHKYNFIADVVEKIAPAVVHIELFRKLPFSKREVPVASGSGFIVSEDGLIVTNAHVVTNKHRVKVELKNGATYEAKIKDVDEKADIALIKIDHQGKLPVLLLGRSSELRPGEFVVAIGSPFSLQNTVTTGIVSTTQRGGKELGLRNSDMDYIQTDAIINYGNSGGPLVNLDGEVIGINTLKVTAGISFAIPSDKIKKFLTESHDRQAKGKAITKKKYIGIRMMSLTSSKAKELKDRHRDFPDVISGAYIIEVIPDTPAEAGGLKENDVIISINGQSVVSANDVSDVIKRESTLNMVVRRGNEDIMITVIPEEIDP
# TCR-CD3 inh: inhibitors of human TCR-CD3 interaction, primary screen, biochemical, fluorescence, TAMRA-labeled TCR probe; 0.37% of 360,000 active; AID 651800, 2012; inhibition, % at 9.4 µM; T-cell receptor (TCR); in the data active = inhibition above about 19%;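 note: recombinant mutant TCR 2C K166C tagged with TAMRA read by polarization; 0% = receptor in buffer alone and 100% = receptor with positive control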
# MBD2 inh: inhibitors of MBD2 binding to methylated DNA, primary screen, biochemical, TR-FRET, DNA-binding domain, human. Methyl-CpG-binding domain protein 2 (Homo sapiens), Q9UBB5. MBD2 binding to methylated oligonucleotide. inhibition, % at 4.4 µM. 0.31% of 370,000 active; in the data active = inhibition above about 13%
# Target sequence (Q9UBB5 whole entry, looked up, the tested form may be a part): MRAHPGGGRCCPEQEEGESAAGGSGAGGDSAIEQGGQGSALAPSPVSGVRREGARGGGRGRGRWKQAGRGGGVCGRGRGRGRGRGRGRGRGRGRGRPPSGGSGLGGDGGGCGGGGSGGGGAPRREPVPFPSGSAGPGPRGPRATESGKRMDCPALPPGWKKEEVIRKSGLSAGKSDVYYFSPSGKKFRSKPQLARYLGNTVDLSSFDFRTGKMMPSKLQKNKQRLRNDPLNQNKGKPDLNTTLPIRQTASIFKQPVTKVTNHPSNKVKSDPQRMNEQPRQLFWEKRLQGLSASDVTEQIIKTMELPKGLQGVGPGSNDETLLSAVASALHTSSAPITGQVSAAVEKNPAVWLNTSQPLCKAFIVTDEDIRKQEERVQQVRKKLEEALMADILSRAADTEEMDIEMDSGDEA
# rCAG RNA binder: binders of r(CAG) RNA repeats, primary screen, biochemical, fluorescence. r(CAG) RNA repeat, TO-PRO-1 dye displacement fluorescence. inhibition, % at 3 µM. 1.3% of 370,000 active. AID 651821, 2012;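 active = inhibition above the plate cutoff, the mean of all test compounds on that plate plus 3 SD, cut at about 35% in these data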;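 note: 0% = DMSO alone and 100% = 100 µM mitoxantrone as full dye displacement; higher means more dye released from RNA so lower well fluorescence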
# PRMT1 inh: PRMT1 methyltransferase inhibitors, primary screen, biochemical, fluorescence polarization. recombinant PRMT1, activity-based probe fluorescence polarization. 1.3% of 370,000 active. AID 652257, 2013. Protein arginine N-methyltransferase 1 (Homo sapiens), Q99873. inhibition, % at 2.79 µM;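 active = inhibition above about 21% made by adding two undisclosed values, limit read from the data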
# GC-A act: GC-A stimulated cGMP production enhancers – HEK293 GC-A cells, cGMP TR-FRET, EC30 ANP, primary screen; activation, % at 10 µM; 0.14% of 370,000 active; Atrial natriuretic peptide receptor 1 (Homo sapiens), P16066; 0% at EC30 ANP, 100% saturating ANP; in the data active = activation above about 40%
# mABHD4 FP: ABHD4 inhibitors, primary screen, biochemical, fluorescence polarization, mouse. (Lyso)-N-acylphosphatidylethanolamine lipase (Mus musculus), Q8VD66. 0.54% of 370,000 active. purified mABHD4, FP-Rh probe fluorescence polarization. inhibition, % at 8.92 µM;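 active = inhibition exceeding the mean over every tested compound plus 3 SD, cut at about 30% in these data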;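 note: 0% = plate median of compound wells and 100% = S159A mutant with DMSO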
#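 Test system: mABHD4 protein | Buffer or medium: HEPES pH 7.0 buffer, 150 mM NaCl, 0.01% Pluronic F-127 | Probe or stimulus: FP-Rh fluorescent activity-based probe, added after compound pre-incubation | Timing: Pre-incubation 45 min, probe exposure 60 min, at 25 °C | Technique: Fluorescence polarization, excitation 525 nm, emission 598 nm, BODIPY TMR filters | Repeats: Single well per compound (singlicate)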
# UHRF1 MBD2 ctr: UHRF1 methylated DNA binding inhibitors, primary screen, counter-screen for MBD2 inhibitor project, biochemical, TR-FRET, human UHRF1, single concentration; E3 ubiquitin-protein ligase UHRF1 (Homo sapiens), Q96T88; UHRF1 binding to methylated oligo; inhibition, % at 4.4 µM; 0.75% of 370,000 active; AID 687016, 2013; in the data active = inhibition above about 21%;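 note: UHRF1 SRA domain binding a hemimethylated CpG hairpin DNA probe; 0% = median of test compound wells and 100% = reference inhibitor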
# SIAE primary: human SIAE inhibitors, primary screen, biochemical, fluorescence polarization, FP-Rh probe, 1536-well HTS. Sialate O-acetylesterase (Homo sapiens), Q9HAT2. SIAE FP-Rh probe binding. inhibition, % at 9.66 µM. 0.69% of 370,000 active. AID 1053197, 2014;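 active = inhibition above a cutoff: mean of compounds within the control limits plus 3 SD of those, cut at about 17% in these data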;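 note: 0% = plate median of compound wells and 100% = probe without SIAE protein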
# NPR2 activator: human GC-B receptor activators, primary screen, HEK293 GC-B cells, cGMP TR-FRET, EC30 CNP; AID 1920062, 2024; 0% at EC30 CNP, 100% saturating CNP; 0.11% of 370,000 active; Atrial natriuretic peptide receptor 2 (Homo sapiens), P20594; activation, % at 10 µM;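 active = activation at 10 µM reaching about 35% in either raw or pattern-adjusted values, limit read from the data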
# Numbers without * were called inactive; · = not tested or not shown. These rows are one share of the data; the hit share may differ from the screen's.
SMILES,HTRA1 inh,TCR-CD3 inh,MBD2 inh,rCAG RNA binder,PRMT1 inh,GC-A act,mABHD4 FP,UHRF1 MBD2 ctr,SIAE primary,NPR2 activator
CC(=O)Nc1ccc(C(=O)N/N=C/c2cccnc2)cc1,8,-4,-1,-4,3,3,5,5,-4,-2
Cc1ccc(S(=O)(=O)N(C)CC(=O)Nc2ccncc2)cc1,5,-4,7,-4,1,0,2,2,-1,5
COCCN1C[C@@H](CO)O[C@@H](n2cnc3c(N(C)C(C)C)ncnc32)C1,·,4,-6,-1,-8,0,-2,1,-2,2
Cc1cc(F)ccc1S(=O)(=O)N1CCCOC1CNC(=O)C(=O)NC1CCCCC1 (centres undefined),-2,0,-4,-6,-8,0,-2,-3,-1,-2
Cc1noc(C)c1COc1ccc(C(=O)OCC(=O)NCc2ccccc2Cl)cc1,-7,3,5,-2,3,-1,-10,-3,-8,-2
CCn1c(=S)ccc2ccc(OC)cc21,-1,4,1,-2,0,2,1,4,-1,-8
CSCCC(C(=O)OCC(=O)c1ccc(C)c(C)c1)N1C(=O)c2ccccc2C1=O (centres undefined),-14,9,-4,1,-2,4,-15,-1,-1,-2
C=CCN(CC=C)S(=O)(=O)c1ccc(C(=O)Nc2nnc(CSC)o2)cc1,-1,2,-2,13,-4,0,-4,-3,2,2
CCN(C(=O)CN1C(=O)NC2(CCc3ccccc32)C1=O)C1CCS(=O)(=O)C1 (centres undefined),7,-7,3,3,3,2,4,-1,0,3
c1ccc(Nc2nc(-c3cccnc3)cs2)nc1,3,-2,2,2,-1,14,4,1,2,1
CC(C)CC1NC(=O)N(CC(=O)N2CCN(S(=O)(=O)c3ccccc3)CC2)C1=O (centres undefined),2,-2,5,0,1,4,-2,-2,-2,6
COc1cc(/C=C/C(=O)OCC(=O)N2CCCc3ccccc32)ccc1OC(F)F,-15,-1,-9,-5,-4,-1,-18,2,10,-4
CC(C)(C)Nc1nc(Cl)nc(N(C#N)CN2C(=O)c3ccccc3S2(=O)=O)n1,1,1,3,6,3,15,-11,2,4,7
CN(C)Cc1nc2ccccc2c(=O)n1Cc1nc(-c2cccc([N+](=O)[O-])c2)cs1,-20,4,-5,4,3,4,2,-3,4,2
CCOc1ccccc1NC(=O)Cc1coc2cc(C)ccc12,-15,-6,5,-9,-1,0,-13,2,5,-4
CC(=C/c1ccc(C(C)C)cc1)/C=N/NC(=O)Cn1nnnc1N,-9,-5,7,10,5,-3,-20,3,-7,-13
COc1ccc(OC)c(C(=O)NC(CC(N)=O)c2ccc(N3CCC(Cc4ccccc4)CC3)c([N+](=O)[O-])c2)c1 (centres undefined),-19,1,-2,6,-2,4,-2,0,3,-4
O=C1CN(c2ccccc2)C(=S)N1c1ccccc1,-1,1,-3,6,-4,-3,1,-2,-1,3
Cc1cn2c(nc(=O)c3cccnc32)s1,3,5,-1,-1,-1,3,3,-3,-11,3
COc1ccc(Cl)cc1NC(=O)CSc1nc(Nc2ccccc2)nc(N2CCOCC2)n1,-54,7,-1,4,-6,-16,0,0,-27,-12
CN(Cc1cccs1)C(=O)c1cc(S(=O)(=O)N2CCOCC2)ccc1N1CCCC1,1,-7,3,3,3,-4,8,1,2,-4
CC(NC(=O)CSc1nnc2n1CCCCC2)c1ccccc1Cl (centres undefined),4,-1,5,0,-1,1,4,2,6,-10
Cc1ccc(C(=O)Nc2ccc(N3CCN(C(=O)c4ccco4)CC3)cc2)cc1,5,-7,2,-2,5,1,-3,5,-5,6
Cc1cc(S(=O)(=O)NC(=O)[C@H]2O[C@@H](n3cnc4c(N)ncnc43)[C@H](O)[C@@H]2O)ccc1Br,·,-1,-3,3,2,2,10,0,47*,2
CC(=O)OC(C#CCN1CCOCC1)c1ccccc1 (centres undefined),-1,0,5,-2,-1,3,4,8,9,1

# Single entries from the results shown.
# `CSCCC(C(=O)OCC(=O)c1ccc(C)c(C)c1)N1C(=O)c2ccccc2C1=O` (centres undefined) in mABHD4 FP reads -15
# `CCn1c(=S)ccc2ccc(OC)cc21` in NPR2 activator reads -8
# `Cc1ccc(S(=O)(=O)N(C)CC(=O)Nc2ccncc2)cc1` in SIAE primary reads -1

# New compounds follow:
SMILES,HTRA1 inh,TCR-CD3 inh,MBD2 inh,rCAG RNA binder,PRMT1 inh,GC-A act,mABHD4 FP,UHRF1 MBD2 ctr,SIAE primary,NPR2 activator
Oc1c(Br)cc2oc3c(c2c1CNCc1ccccc1)CCCC3,14,0,0,6,-2,-4,1,-6,4,3
CN(CC(=O)Nc1cccc(F)c1)C(=O)c1ccc(C(=O)c2ccccc2)cc1,-9,1,3,0,4,4,-1,2,-8,1
C=CCNC(=O)Nc1ccc2c(c1)[C@@]1(CC(=O)N(CC(C)C)C1c1ccccc1)C(=O)N2C (some centres undefined),·,·,-5,4,-6,0,1,-1,0,1
NNC(=O)c1ccc(COc2ccc([N+](=O)[O-])cc2)o1,8,-1,4,3,0,-2,-8,-4,-5,0
CCN1C(=O)CC(N2CCOCC2)C1=O (centres undefined),0,1,-3,2,0,3,6,1,-3,6
Nc1nc(C(c2ccccc2)c2ccccc2)cs1,0,4,-7,1,-5,-2,-14,-1,-8,4
CCOc1ccc(-c2cn(S(=O)(=O)c3cccc4nsnc34)nc2N)cc1,-15,7,-3,10,2,-7,-3,0,3,-2
COc1ccc(C2NC(=O)CCC2[N+](=O)[O-])cc1OC (centres undefined),6,4,-2,1,-2,3,3,0,4,2
COc1ccc(CN2CCN(Cc3c[nH]c4ccccc34)CC2CCO)cc1C (centres undefined),9,0,12,-2,5,-4,-4,4,-6,-7
COc1ccc(C(C)(C)C)cc1NS(=O)(=O)c1cccc2cccnc12,-28,-3,2,6,7,3,-13,0,-7,1
CN(C(=O)COC(=O)c1ccc2c(c1)OCO2)c1c(N)n(Cc2ccccc2)c(=O)[nH]c1=O,-1,8,5,-1,1,2,-9,0,-4,11
C#CCOCCOCCOCCNc1nc(N2CCN(C(=O)[C@H]([C@@H](C)O)n3cc(CCCCN)nn3)CC2)nc(N2CCN(C(=O)[C@H](CCCCN)n3cc(CCCC)nn3)CC2)n1,-2,7,7,2,-2,2,0,11,-3,1
Cc1cc(NC(=O)CN2C(=O)NC(C)(CCc3ccccc3)C2=O)no1 (centres undefined),3,-5,2,-5,-1,2,3,-4,1,0
CCOC(=O)C1(Cc2ccccc2)CCN(Cc2ccc(C)cc2)CC1,·,·,-5,-1,-2,3,2,-1,5,-1
CCN(CC)S(=O)(=O)c1ccc(N2CCOCC2)c(C(=O)O)c1,5,-10,6,0,0,1,-7,4,1,0
O=C(O)c1ccc(S(=O)(=O)NCC2CCCCC2)cc1,-2,-8,-2,-1,-2,1,4,-2,3,3
CN1CCN(C(=O)C(Cc2ccccc2)NS(=O)(=O)c2ccc3c(c2)CCC(=O)N3)CC1 (centres undefined),-9,-2,6,-1,10,1,-7,5,-7,-9
Cc1cc(N2C(=O)C3CCC(c4ccccc4)CC3C2=O)no1 (centres undefined),1,3,0,-1,-1,-1,-3,-3,-3,-1
Cc1c(CN2CCc3c([nH]c4ccccc34)C2CC(C)C)cnn1C (centres undefined),1,3,3,-6,4,1,0,-1,-9,-3
NC(c1csc(Nc2ccccn2)n1)c1ccccc1Cl (centres undefined),·,-2,-5,3,-5,-4,5,-5,-5,-3
C/C(=N\NC(=O)CNC(=O)c1ccc2c(c1)OCO2)c1ccco1,-1,-3,4,-2,3,-3,-3,1,-6,-4
CCN(CC)C(=O)CC(c1cc(OC)c(OC)c(OC)c1)c1c(OC)cc(OC)c2c(-c3ccccc3)cc(=O)oc12 (centres undefined),-18,2,3,11,1,0,-1,6,-4,-1
CCN(CC1CCCN(CCc2cccc(F)c2)C1)C(=O)c1ccc(CSC)o1 (centres undefined),8,5,-2,-7,-2,-5,-11,-1,-1,-8
CCCn1c(N)c(C(=O)COC(=O)CCNS(=O)(=O)c2ccccc2F)c(=O)[nH]c1=O,-1,4,2,1,0,2,-4,0,-3,6
CCOC(=O)C1Cc2c([nH]c3ccccc23)C(C)N1 (centres undefined),2,0,-2,-4,-3,1,1,-3,2,0

# More entries.
SMILES,HTRA1 inh,TCR-CD3 inh,MBD2 inh,rCAG RNA binder,PRMT1 inh,GC-A act,mABHD4 FP,UHRF1 MBD2 ctr,SIAE primary,NPR2 activator
COc1ccc(OCCCC(=O)Nc2nc(C)c(C(C)=O)s2)cc1,5,5,4,-1,1,-2,-1,-2,-1,-2
CCN(CC)S(=O)(=O)c1ccc(Cl)c(NC2=NCCCCC2)c1,5,2,3,-1,-5,-3,-6,3,4,-1
COC(=O)c1cc(NCc2ccc3c(c2)OCO3)ccc1N1CCOCC1,4,6,-2,-5,-2,2,-4,-2,14,5
CCOC(=O)[C@]12CCC=C1N(Cc1ccco1)C(=O)[C@H](CC(=O)N1CCSCC1)C2,·,-6,-3,12,4,-5,-1,-2,-1,3
NS(=O)(=O)c1ccc(CCNC(=O)CSc2nc3c(sc(=S)n3-c3ccccc3)c(=O)[nH]2)cc1,2,-7,-6,17,1,4,-8,1,11,3
Cc1ccc(C)c(OCc2cc(C(=O)N3CCNC(=O)C3)no2)c1,-2,-2,1,0,-2,1,-1,3,5,3
O=C(COC(=O)Cc1ccc(S(=O)(=O)N2CCOCC2)s1)NCCc1ccccc1,-7,-6,4,11,5,-1,7,5,-1,-1
O=C1C2CCCN2C(=S)N1Cc1ccccc1 (centres undefined),1,-6,1,-3,3,1,1,-1,-5,3
CCC(Oc1ccccc1)C(=O)Nc1nnc(S(=O)(=O)N2CCCC2)s1 (centres undefined),-3,-1,-1,20,2,0,-12,-3,-6,6
COc1cc(C2CC(=O)Nc3c2c(=O)nc2c(C)cccn32)cc(OC)c1OC (centres undefined),6,2,0,7,0,1,2,7,4,1
COc1cn(-c2ccccc2)nc1C(=O)Nc1ccccc1,-25,-2,0,0,2,0,2,-1,2,0
Cc1cc2c(c(=O)o1)C(C13C=CC(CC1)C3)C(C#N)=C(N)O2 (centres undefined),0,-1,-3,7,4,4,0,8,2,-5
Cc1ccc(C(=O)Nc2nc(-c3ccc(F)cc3)cs2)o1,-26,12,0,6,0,-2,-9,1,-12,-2
BrC(=C\c1ccccc1)/C=N/Nc1nc(N2CCOCC2)nc(N2CCOCC2)n1,-4,-3,0,-2,4,4,-3,5,-1,-3
Cc1ccc(Cl)cc1NC(=S)N(CCCN1CCN(C)CC1)Cc1ccco1,7,-6,-1,-4,3,-6,3,2,1,-3
CCC(C)N(C)Cc1cccc(C2(O)CCN(S(=O)(=O)c3ccc(F)c(C)c3)CC2)c1 (centres undefined),1,-6,4,-7,2,1,-1,4,-3,-4
